NCI-60 one-dose screen, 48 h, at 10 µM unless noted. Numbers give growth in % (100 = growth as untreated, 0 = no growth, -100 = all killed).
COLO 205: COLO 205 colon cancer; hit rate 7.3% among 79,000
NCI-H522: NCI-H522 lung cancer; hit rate 8% among 78,000
NCI-H23: NCI-H23 lung cancer; hit rate 4% among 80,000
KM12: KM12 colon cancer cells | AID 1794800 | hit rate 5% among 82,000
NCI/ADR-RES: NCI/ADR-RES ovarian cells; hit rate 4.4% among 81,000
NCI-H460: NCI-H460 lung cancer | hit rate 6.8% among 82,000 | AID 1794736
NCI-H226: NCI-H226 lung cancer | hit rate 3.5% among 79,000 | AID 1794732
NCI-H322M: NCI-H322M lung cancer | hit rate 2.7% among 80,000 | AID 1794733
IGROV1: IGROV1 ovarian cancer; hit rate 4.7% among 79,000
* = called active by the depositor; . = no result given; & = joins results of further samples; [ ] = another dose, or the depositor's remark. The calls were made as follows: active = growth percent below 10; inactive = the rest. Compounds were not picked by outcome; overall some 12% were active at least once.

SMILES | COLO 205 | NCI-H522 | NCI-H23 | KM12 | NCI/ADR-RES | NCI-H460 | NCI-H226 | NCI-H322M | IGROV1
CC(C)(C)c1nn(-c2ccccc2)c2c1COCN2Cc1ccc2c(c1)OCO2 | 101.1 | 77.6 | 91.4 | 75.2 | 102.3 | 77.6 | 82.4 | 103.5 | 106.4
Cc1ccc(Nc2nc(-c3cc(O)c(C)c(C)c3O)cs2)cc1 | 115.7 | 65.8 | 90.4 | 60.9 | 73.0 | 104.0 | 90.2 | 102.2 | 92.9
O=C(c1nn(-c2ccccc2)c2c1CC(NCCc1ccc(C(F)(F)F)cc1)CC2)N1CCCCC1 (stereo not drawn) | 106.1 | 109.1 | 95.9 | 101.2 | 99.7 | 100.7 | 103.1 | 95.6 | 90.1
COc1cc(/C=C2/C=C(c3ccc(C(C)(C)C)cc3)N(CCc3ccc(S(N)(=O)=O)cc3)C2=O)cc(OC)c1OC | 34.3 | 49.8 | 62.3 | 43.8 | 71.8 | 35.6 | 62.7 | 81.2 | 70.5
Cn1c2c(c3ccc(Cl)c(Cl)c31)C(C#N)C1(CCNCC1)NC2=O (stereo not drawn) | -76.6* | 47.3 | 72.6 | 31.7 | 68.5 | 18.3 | 44.1 | 55.3 | -19.3*
COc1ccc(C(=O)/C=C/c2ccc(Cl)cc2)cc1S(N)(=O)=O | 60.6 | 56.9 | 87.8 | 28.2 | 74.9 | 65.8 | 84.3 | 29.1 | 16.6
O=C(O)c1c[nH]c2c(Cl)cccc2c1=O | 112.2 | 90.1 | . | 108.4 | 104.3 | 106.4 | 80.0 | . | 117.7
COc1ccc2cc(C#Cc3ccc(-n4c(/C=C/c5ccnc6ccccc56)nc5ccccc5c4=O)c(C)c3)ccc2c1 | 103.5 | 86.9 | 87.9 | 104.9 | 97.9 | 106.0 | 102.5 | 111.5 | 111.1
COC(C)CCOC(=O)c1cccc(C)c1 (stereo not drawn) | . | 83.9 | 99.3 | 101.2 | 102.3 | 105.9 | 97.3 | 98.7 | 102.2
COc1ccc(OC)c2c1[nH]c(=O)c1c3cccnc3cn21 | 77.3 | 52.0 | 73.6 | 65.2 | 51.2 | 41.2 | 64.3 | 76.9 | 48.7
COc1ccc(OC)c(-c2nc3sccn3c2/C=C/C(=O)c2nccs2)c1 | 109.3 | 73.4 | 90.1 | 88.2 | 100.2 | 92.8 | 88.7 | 102.9 | 93.6
Cc1ccc(C(=O)c2ccc(CC(=O)NN3C(=O)CCC3=O)n2C)cc1 | 111.5 | 92.2 | 95.2 | 102.7 | 110.6 | 101.5 | 95.1 | 102.5 | 97.2
O=C(CSc1cc[n+](CCCCF)c2ccccc12)n1ccc2ccccc21 | 103.3 | 94.6 | 95.7 | 94.4 | 106.5 | 101.9 | 89.4 | 94.6 | 72.8
CC(=O)OCC(=O)[C@@]1(O)CC[C@H]2[C@@H]3CC[C@H]4C[C@@H](O)CC[C@]4(C)[C@H]3C(=O)C[C@@]21C | . | 85.5 | 92.8 | 97.8 | 96.5 | 101.5 | 80.3 | 104.6 | 105.7
O=C(O)c1nn(-c2ccccc2)nc1N1CCCCC1 | 109.0 | 85.2 | 94.5 | 100.9 | 104.7 | 101.1 | 98.2 | 112.9 | 106.3
COc1ccc(Oc2ccc(/C=N/Nc3nc4ccccc4c(=O)n3-c3ccccc3)cc2)cc1 | 120.0 | 100.7 | 107.0 | 103.5 | 106.9 | 113.4 | 103.8 | 104.1 | 114.1
CC(=O)Oc1cccc(-n2c(O)c(C=Nc3cccnc3)sc2=S)c1 | 118.5 | 91.6 | 97.0 | 105.3 | 98.0 | 103.1 | 94.3 | 101.9 | 86.5
COc1ccc(-c2cc(-c3cccn3C)c(C#N)c(=O)n2Cc2ccccc2)cc1OC | 122.2 | 91.4 | 89.4 | 110.1 | 91.6 | 105.7 | 105.7 | 109.7 | 92.6
NS(=O)(=O)c1ccc(NC(=O)N2CCN(Cc3ccc(Cl)cc3)CC2)cc1 | 100.8 | 99.3 | 95.8 | 111.0 | 104.3 | 99.5 | 104.8 | 85.4 | 108.0
Cn1c(=O)c2nc(NCc3ccccc3)sc2n(C)c1=O | 109.1 | . | 105.6 | 117.0 | 117.5 | 108.8 | 104.5 | 100.6 | 101.8
CNC(=O)c1cc(Oc2ccc(NC(=O)c3nc(S(C)(=O)=O)n(C)c3-c3ccc(F)cc3)cc2)ccn1 | 59.4 | 84.5 | 79.1 | 21.9 | 77.8 | 59.4 | 87.4 | 62.5 | 54.3
OCc1cccc(F)c1 | 90.1 | 67.8 | 79.6 | 108.2 | 76.5 | 41.8 | 103.7 | 90.2 | 79.6
Cn1cc(-c2nn3cc(-c4ccccc4)nc3s2)c2ccccc21 | 73.7 | 38.9 | 79.2 | 41.6 | 70.5 | 79.9 | 69.5 | 71.0 | 52.1
O=c1[nH]c2c(c(=O)n1-c1ccccc1)CCO2 | 112.9 | 105.8 | 105.5 | 108.3 | 104.1 | 105.3 | 99.4 | 116.4 | 109.4
Cc1cc(C)c(C#N)c(=O)[nH]1 | 115.5&112.6&100.8 | 98.4&89.9&100.0 | 101.8&107.1&105.9 | 103.6&108.7&99.4 | 105.8&114.5&112.6 | 108.1&116.7&119.9 | 105.3&120.0&122.2 | 100.2&95.5&104.0 | 103.7&96.8&126.5
N#CSCC1CC(O)(c2ccccc2)CC(c2ccc(F)cc2)O1 (stereo not drawn) | 16.6 | -57.0* | 20.5 | -49.3* | -3.7* | -28.9* | -7.8* | 50.9 | 51.1
COc1ccc(CC(C)NN)cc1 (stereo not drawn) | 95.1 | 75.5 | 91.4 | 99.7 | 105.1 | 111.7 | 102.7 | 90.8 | 92.4
O=C(c1ccccc1)c1c(/C=C/c2ccc(Br)cc2)nc2ccccc2c1/C=C/c1ccc(Cl)cc1 | 105.5 | 91.4 | 94.9 | 102.0 | 96.8 | 104.8 | 78.1 | 91.0 | 85.4
CC(C)(C)OC(=O)NCCc1ccc(N=C=S)cc1 | 72.4 | 16.1 | 81.4 | 60.8 | 75.6 | 82.2 | 99.1 | 86.9 | 71.8
CSC(SC)=C(C#N)c1nc2ccccc2s1 | 112.4 | 6.3* | 58.3 | 58.3 | 76.7 | 57.7 | 59.0 | 79.4 | 49.3
C/C(=N\Nc1ncc(-c2ccc(Br)cc2)s1)c1cc2ccccc2o1 | 104.8 | 79.3 | 93.4 | 99.1 | 100.2 | 76.3 | 88.1 | 94.2 | 91.3
COc1cc2ccccc2cc1C(=O)NC(=S)Nc1ccc(-c2nc3ccccc3o2)cc1 | . | 90.2 | 72.3 | 84.9 | 75.4 | 93.4 | 100.5 | 96.6 | 86.3
Cc1nn2c(-c3nc4ccc(Cl)cc4[nH]3)c(-c3ccc(F)cc3)nc2s1 | 108.5 | 99.9 | 98.2 | 89.4 | 96.4 | 97.5 | . | . | .
COc1ccccc1N1CCN(c2ncnc3cc[nH]c23)CC1 | 92.8 | 68.7 | 61.8 | 71.8 | . | 87.1 | 58.8 | 105.7 | 91.2
CCOC(=O)C1=C(C)NC(=O)NC1c1c(Cl)n(C)c2ccccc12 (stereo not drawn) | 119.8 | 95.1 | 99.1 | 101.7 | 104.0 | 102.1 | 106.6 | 93.7 | 99.1
COc1ccc(C(=O)Nc2nc(-c3ccc(C)cc3)cs2)cc1 | 115.4 | 93.0 | 107.3 | 117.5 | 112.4 | 106.5 | 98.5 | 100.7 | 97.9
COc1cc(C2C(C#N)=C(N)Oc3cc4c(cc32)OCO4)cc2c1OCO2 (stereo not drawn) | -42.1* | 5.8* | 8.5* | 10.9 | 11.2 | 12.4 | 0.7* | 44.8 | 33.3
C=C1CC[C@@H]2[C@](C)(COC(C)=O)[C@H](OC(C)=O)CC[C@@]2(C)[C@@H]1CC(NCc1ccc(F)cc1)C1=CCOC1=O (stereo partly drawn) | 42.2 | 20.9 | 57.9 | 46.5 | 28.3 | 55.2 | 40.1 | 72.5 | 48.3
CC(=O)c1cc(-c2ccc3ncnc(N4CCc5cc(F)c(Cl)cc54)c3c2)cnc1N | 113.2 | 96.8 | 93.5 | 110.2 | 97.0 | 97.7 | 80.9 | 91.6 | 68.3
CCN(CC)CC(O)CO (stereo not drawn) | 100.9 | 91.3 | 106.8 | 106.6 | 112.8 | 109.9 | 103.7 | 117.3 | 117.8
O=C(CCc1nnc(Cc2ccccc2Cl)o1)c1nc2ccccc2[nH]1 | 93.4 | 83.1 | 88.6 | 98.3 | 91.5 | 95.6 | 93.5 | 78.4 | 78.5
C=C(C)[C@@H]1CC[C@]2(CN)CC[C@]3(C)[C@H](CC[C@@H]4[C@@]5(C)CCC(=O)NC(C)(C)[C@@H]5CC[C@]43C)[C@@H]12 | 75.9 | 88.0 | 85.3 | 81.0 | 70.0 | 90.3 | 88.1 | 89.1 | 70.3
O=c1c2ccccc2c2ccccc2c(=O)n1-c1ccc([N+](=O)[O-])cc1[N+](=O)[O-] | 100.8 | 94.5 | 102.3 | 106.8 | 106.6 | 108.8 | 97.3 | 96.4 | 104.5
O=C(Nc1ccccn1)c1ccc2ccc3ccc(C(=O)Nc4ccccn4)nc3c2n1 | 100.8 | 100.9 | 109.1 | 97.7 | 109.2 | 105.4 | 96.0 | 94.0 | 93.3
CCCC(CCC)NCCOC(=O)c1ccc([N+](=O)[O-])cc1 | 102.9 | . | 105.4 | 103.3 | 97.3 | 107.0 | 101.9 | 99.2 | 95.7
N#Cc1ccc(C(F)(F)F)nc1N1CCC(C(=O)Nc2ccc(C(F)(F)F)cc2)CC1 | 94.6 | . | 85.0 | 71.3 | 82.8 | 47.6 | . | 91.2 | 98.3
NC(C(=O)O)c1ccc(CBr)cc1 (stereo not drawn) | 102.2 | 99.1 | 102.8 | 109.6 | 114.1 | 121.5 | 102.0 | 109.0 | 110.1
COc1ccc(C2N(c3cc(Cl)cc(Cl)c3)N=C(C(C)=O)N2[C@@H]2[C@@H](OC(C)=O)O[C@@H](COC(C)=O)[C@H](OC(C)=O)[C@H]2OC(C)=O)cc1 (stereo partly drawn) | 81.6 | 51.5 | 67.4 | 64.9 | 49.6 | 69.6 | 63.6 | 79.7 | 81.7
COc1ccc(-c2nonc2NC(=O)c2cccc(C)c2)cc1OC | 92.8 | 90.7 | 91.2 | 92.8 | 82.2 | 101.0 | 87.2 | 100.4 | 105.1
COC(=O)C1CC(n2cc(-c3ccc4cc(OC)ccc4c3)nn2)CN1C(=O)c1cc(OC)c(OC)c(OC)c1 (stereo not drawn) | 102.2 | 84.1 | 98.5 | 108.5 | 95.4 | 101.8 | 93.5 | 113.6 | 107.1
O=C1CC2C=CCN2C=C1c1ccc(F)cc1 (stereo not drawn) | 113.2 | 87.9 | 101.5 | 101.1 | 107.8 | 108.4 | 102.4 | 103.8 | 103.8
Cc1cc(C)nc(NS(=O)(=O)c2ccc(NC3=C(Cl)C(=O)c4ncccc4C3=O)cc2)n1 | 129.9 | 70.0 | 83.8 | 101.3 | 91.2 | 103.4 | 89.8 | 100.4 | 105.6
COc1cccc(/C=C/c2nccc3ccccc23)c1OC | 110.3 | 71.6 | 85.0 | 89.9 | 80.6 | 97.7 | 92.9 | 116.8 | 109.6
Cc1nnc(N2CCN(c3ccccc3)CC2)c2ccccc12 | 97.7 | 94.5 | 102.5 | 108.6 | 107.4 | 105.3 | 95.2 | 112.5 | 112.1
CCOc1ccc(-c2cnnn2-c2nonc2N)cc1OC | 102.8 | 58.3 | 96.6 | 98.3 | 100.9 | 104.6 | 87.7 | . | 112.7
COc1ccc(OC)c(/C=N/NC(=O)c2ccc3cccc(O)c3n2)c1 | 107.3 | 88.6 | 97.4 | 102.7 | 88.1 | 100.0 | 98.7 | 100.7 | 97.3
Cc1cc(Cl)ccc1Nc1nc(C(F)(F)F)ccc1C(=O)NCC(=O)N/N=C/c1c(Cl)cccc1Cl | 87.3 | 75.8 | 74.6 | 50.4 | 77.0 | 80.7 | 89.5 | 80.9 | 35.4
CCOC(=O)c1c(C)c2c(n1C)CSc1cc(C(=O)c3ccccc3)c(=O)[nH]c1-2 | 116.6[100 µM] | 97.5[100 µM] | 81.7[100 µM] | 97.4[100 µM] | 91.6[100 µM] | 79.6[100 µM] | 98.3[100 µM] | 90.5[100 µM] | 103.8[100 µM]

Structures shown so far that contain a cyano group:
SMILES | COLO 205 | NCI-H522 | NCI-H23 | KM12 | NCI/ADR-RES | NCI-H460 | NCI-H226 | NCI-H322M | IGROV1
Cn1c2c(c3ccc(Cl)c(Cl)c31)C(C#N)C1(CCNCC1)NC2=O (stereo not drawn) | -76.6* | 47.3 | 72.6 | 31.7 | 68.5 | 18.3 | 44.1 | 55.3 | -19.3*
COc1ccc(-c2cc(-c3cccn3C)c(C#N)c(=O)n2Cc2ccccc2)cc1OC | 122.2 | 91.4 | 89.4 | 110.1 | 91.6 | 105.7 | 105.7 | 109.7 | 92.6
Cc1cc(C)c(C#N)c(=O)[nH]1 | 115.5&112.6&100.8 | 98.4&89.9&100.0 | 101.8&107.1&105.9 | 103.6&108.7&99.4 | 105.8&114.5&112.6 | 108.1&116.7&119.9 | 105.3&120.0&122.2 | 100.2&95.5&104.0 | 103.7&96.8&126.5
N#CSCC1CC(O)(c2ccccc2)CC(c2ccc(F)cc2)O1 (stereo not drawn) | 16.6 | -57.0* | 20.5 | -49.3* | -3.7* | -28.9* | -7.8* | 50.9 | 51.1
CSC(SC)=C(C#N)c1nc2ccccc2s1 | 112.4 | 6.3* | 58.3 | 58.3 | 76.7 | 57.7 | 59.0 | 79.4 | 49.3
COc1cc(C2C(C#N)=C(N)Oc3cc4c(cc32)OCO4)cc2c1OCO2 (stereo not drawn) | -42.1* | 5.8* | 8.5* | 10.9 | 11.2 | 12.4 | 0.7* | 44.8 | 33.3
N#Cc1ccc(C(F)(F)F)nc1N1CCC(C(=O)Nc2ccc(C(F)(F)F)cc2)CC1 | 94.6 | . | 85.0 | 71.3 | 82.8 | 47.6 | . | 91.2 | 98.3
